UPR CHOP act – activators of apoptotic CHOP UPR arm, primary screen, cell-based, CHO-CHOP luciferase reporter, luminescence, uHTS; 0.34% of 330,000 active; activation, % at 10 µM; UPR activation; percent of tunicamycin response over DMSO baseline; AID 449763, 2010;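 active means at 10 µM dose, activation of 40% or more, normalized to positive control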;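 further: 100% = tunicamycin at 10 µg/mL and 0% = DMSO alone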
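Material: CHO-CHOP cells, stable luciferase reporter of PERK-eIF2a-CHOP signalling; quantity: 500 reporter cells seeded per well; buffer or medium: F12 medium containing 10% fetal bovine serum; compound: one dose, 10 µM in 0.5% DMSO; incubation: 6 h compound treatment, 37 °C; measured by: Steady-Glo luciferase luminescence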
tim10-1 inh – growth inhibitors of tim10-1 mutant yeast, primary screen, luminescence, uHTS; S. cerevisiae tim10-1 ts strain growth, BacTiter-Glo, 24 h; inhibition, % at 20 µM; 2.2% of 330,000 active; AID 463190, 2010;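 active means inhibition of at least 40%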;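 further: mutant grown at 25 °C; 0% = DMSO wells with yeast and 100% = wells holding no yeast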
TIM10 inh – growth inhibitors of isogenic TIM10 control yeast, primary screen, counter-screen for tim10-1 yeast inhibitor project, luminescence, uHTS; S. cerevisiae TIM10 strain growth, BacTiter-Glo luminescence, 24 h; inhibition, % at 10 µM; 1.4% of 330,000 active;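 active means inhibition of 40% or more at the single tested concentration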;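 further: wild-type TIM10 isogenic control strain grown at permissive 25 °C; 0% = DMSO yeast wells and 100% = minimal medium wells without yeast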
UPR XBP1 act – activators of adaptive XBP1 UPR arm, primary screen, cell-based, CHO-XBP1 luciferase reporter, luminescence, uHTS; IRE1-XBP1 UPR activation; percent of tunicamycin response, DMSO as zero; activation, % at 20 µM; 0.33% of 330,000 active;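 active means versus positive control, 20 µM dose yields 30% or more activation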;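 further: 100% = tunicamycin at 10 µg/mL and 0% = DMSO only wells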
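Test system: CHO-XBP1 luciferase reporter cells | Buffer or medium: Serum-containing F12 medium, 10% FBS | Schedule: 6 h compound exposure at 37 °C, 5% CO2 | Detection: Steady-Glo luciferase glow luminescence, 10 min after reagent addition | Read-out basis: Activation, % of tunicamycin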
Jurkat NFkB inh – inhibitors of induced NF-kB luciferase reporter, primary screen, TCR NF-kB activation inhibitor project, cell-based, luminescence, uHTS | Jurkat, PMA/ionomycin-induced NF-kB luciferase reporter | inhibition, % at 4 µM | 0.53% of 330,000 active; in the data active means inhibition above about 50%
697 NFkB inh – inhibitors of PMA/ionomycin-induced NF-kB reporter, 697 cells, primary screen, B-cell NF-kB inhibitor project, cell-based, luminescence, uHTS; 697 B-cell NF-kB luciferase reporter, 16 h; inhibition, % at 4 µM; 0.33% of 330,000 active; AID 435022, 2010; in the data active means inhibition above about 35%
Mdm2 MdmX PPI – inhibitors of human Mdm2-MdmX association, primary screen, cell-based, luminescence, split luciferase, SaOS-2, uHTS | Protein Mdm4 (Homo sapiens) + E3 ubiquitin-protein ligase Mdm2 (Homo sapiens), … | inhibition, % at 8 µM | SaOS-2 split-luciferase Mdm2/MdmX complementation | 3% of 330,000 active;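 active means inhibition of at least 50% at 8 µM in the primary screen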
Target sequence (O15151 whole entry, looked up): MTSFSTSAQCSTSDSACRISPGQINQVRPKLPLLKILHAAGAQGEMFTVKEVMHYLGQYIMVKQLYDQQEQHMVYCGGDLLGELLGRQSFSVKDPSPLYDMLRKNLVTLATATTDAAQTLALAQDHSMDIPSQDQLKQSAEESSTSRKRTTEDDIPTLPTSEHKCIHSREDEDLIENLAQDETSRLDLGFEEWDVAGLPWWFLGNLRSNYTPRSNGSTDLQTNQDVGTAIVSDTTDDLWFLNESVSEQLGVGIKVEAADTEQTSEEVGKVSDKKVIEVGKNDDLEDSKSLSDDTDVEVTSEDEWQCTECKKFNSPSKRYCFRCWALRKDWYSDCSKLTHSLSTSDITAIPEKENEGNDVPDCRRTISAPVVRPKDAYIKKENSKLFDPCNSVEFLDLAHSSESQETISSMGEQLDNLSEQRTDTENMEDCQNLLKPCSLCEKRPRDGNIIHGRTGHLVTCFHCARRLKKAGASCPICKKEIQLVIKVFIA
Target sequence (Q00987 whole entry, looked up): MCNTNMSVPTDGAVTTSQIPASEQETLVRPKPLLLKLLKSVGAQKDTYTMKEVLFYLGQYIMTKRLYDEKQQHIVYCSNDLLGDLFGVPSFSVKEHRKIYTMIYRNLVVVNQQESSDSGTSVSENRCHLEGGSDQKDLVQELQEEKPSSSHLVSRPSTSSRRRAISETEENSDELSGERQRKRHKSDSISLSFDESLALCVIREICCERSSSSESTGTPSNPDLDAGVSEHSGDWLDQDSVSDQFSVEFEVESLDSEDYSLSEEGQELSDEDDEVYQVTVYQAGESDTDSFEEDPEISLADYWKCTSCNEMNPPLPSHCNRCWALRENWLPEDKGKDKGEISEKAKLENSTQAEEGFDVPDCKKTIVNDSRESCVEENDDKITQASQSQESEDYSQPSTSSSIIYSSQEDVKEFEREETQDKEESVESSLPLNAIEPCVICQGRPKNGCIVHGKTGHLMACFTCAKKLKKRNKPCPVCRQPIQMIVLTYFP
tim23-1 inh – growth inhibitors of tim23-1 mutant yeast, primary screen, luminescence, uHTS | inhibition, % at 20 µM | S. cerevisiae tim23-1 growth, BacTiter-Glo luminescence, 24 h | 1.3% of 330,000 active | AID 463212, 2010;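 active means growth inhibition of the mutant yeast at or above 50%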;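 further: temperature-sensitive mutant grown at 25 °C; plate controls were DMSO-treated mutant yeast for no effect and medium wells lacking yeast for full effect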
Starred values were filed as active, the others as inactive. Outcome played no part in choosing rows. About 6.6% of those tested had a hit in this group.

SMILES	UPR CHOP act	tim10-1 inh	TIM10 inh	UPR XBP1 act	Jurkat NFkB inh	697 NFkB inh	Mdm2 MdmX PPI	tim23-1 inh
Cc1cc(C)c(S(=O)(=O)Nc2ncn[nH]2)cc1C	1.4	10	-4	-5	1	5	-27	9
O=C(Nc1ccccc1)N1CCCN(c2nccc(C(F)(F)F)n2)CC1	-1.0	16	24	2	-3	11	-4	26
CC(C)(C)c1ccc(C(CC(=O)O)NC(=O)Cc2ccc(F)cc2)cc1 (centres undefined)	-0.5	5	9	-2	-15	-5	-20	8
O=C(COc1ccccc1O)Nc1ccccc1Cl	3.0	3	3	4	-32	-19	-42	-2
Cc1cc(OCC(=O)NCc2ccccn2)cc(C)c1Br	1.3	15	-5	5	-3	-4	1	-2
CCc1ccc(/C=C2/SC(N3CCOCC3)=NC2=O)cc1	1.8	11	10	1	-11	13	15	21
CC1Cc2ccccc2N1C(=O)CN(C)CC(=O)Nc1ccc(OC(F)(F)F)cc1 (centres undefined)	-1.1	5	20	-2	8	21	21	25
CC(=O)O/N=C(\N)c1cnn2c(C(F)(F)F)cc(C(F)(F)F)nc12	-1.5	3	16	-2	-4	9	-2	13
CCOc1ccc(C(=O)CCN2CCOCC2)cc1	1.4	15	-7	-5	20	18	-14	10
O=C(NC(=S)Nc1ccc2cn[nH]c2c1)c1ccccc1	2.2	5	10	1	-84	-35	-61	14
CCOc1ccc(CCNC(=O)c2cc(C)nn2-c2ccccc2)cc1	-2.6	6	1	-2	13	16	10	15
COc1ccccc1N1CCN(C2CCCN(C(=O)c3oc(C)cc3C)C2)CC1 (centres undefined)	-1.8	-5	-8	-1	-3	-5	22	-1
c1ccc(Cn2c[n+](Cc3ccccc3)c3ccccc32)cc1	-0.7	17	4	0	22	-24	24	4
CCOc1ccc(NC(=O)CSc2nnc(C)n2CCCOC)cc1	-1.2	3	3	-2	-9	1	5	-9
O=C(NNC(=O)c1cccc([N+](=O)[O-])c1)c1ccncc1	0.5	-4	11	-2	17	7	-1	-2
CCc1ccccc1NC(=O)c1cc(S(=O)(=O)N(C)C)ccc1N1CCCC1	2.2	-6	6	-2	-1	0	11	-8
Cc1sc2ncnc(SCC(=O)NC(C)C(C)C)c2c1C (centres undefined)	4.8	-9	-14	3	3	-13	-11	29
O=C(O)Cc1csc(NC(=O)CSc2nnnn2-c2ccc(O)cc2)n1	-1.2	-1	-4	3	-7	9	14	-9
COCCn1c(SCC(=O)Nc2ccc3c(c2)OCCO3)nnc1-c1ccncc1	0.1	-10	-7	-1	8	1	13	4
CCOCCCn1c(=S)[nH]c2cc(C(=O)NCCc3ccccc3)ccc2c1=O	-0.8	6	-14	-4	-10	-46	21	0
CCCN(CCC)CCNC(=O)c1cc2c(=O)n(C)c3ccccc3c2n1C	-0.6	4	-3	1	-26	-3	28	19
CC1CCN(C(=O)c2cc3nc(-c4ccccc4)cc(-c4ccccc4)n3n2)CC1	0.4	27	23	-1	15	35*	44	41
COc1ccc(C(=O)NCCSCc2ccco2)cc1OC	-1.2	-14	2	-3	5	5	23	-9
COc1ccccc1CN1C[C@@H]2C[C@@H](c3cccc(C)c3)N3CCC[C@@]23C1=O	0.0	11	-6	0	-4	9	22	28
O=C(NCCCN1CCOCC1)c1ccc(CNS(=O)(=O)c2ccc(F)cc2)cc1	-0.2	-2	9	0	-27	-4	1	17
Cc1ccc(CNC(=O)CSc2nc3ccsc3c(=O)n2Cc2ccccn2)cc1	0.0	12	13	-2	1	2	-5	12
Cc1cc(C)c2nc(SCC(=O)Nc3ccccc3N3CCOCC3)c(C#N)cc2c1	0.0	-8	-10	4	8	4	46	-27
Oc1oc(-c2ccccc2)nc1/C=N/c1nccs1	0.7	17	11	-1	-20	-16	21	-1
C/C(=N\N1CCN(c2ccccc2)CC1)c1cccs1	2.5	0	3	-1	-11	6	-3	10
CC1(C)Oc2ccc3ccc(=O)oc3c2-c2cnoc21	0.6	3	-4	2	-2	11	27	-3
CC1CCc2c(sc(NC(=O)C3CCCO3)c2C#N)C1 (centres undefined)	4.9	13	20	4	-95	-124	-188	2
O=C(COc1ccc(Cl)cc1)NNC(=O)c1ccccn1	0.5	39	2	0	-12	19	27	2
COc1ccc(OC)c(S(=O)(=O)Nc2c(F)cccc2F)c1	-1.3	12	30	1	16	-2	-8	18
COc1ccnc(CSC(N)=Nc2ccc(F)cc2)c1	0.0	21	-7	1	-5	3	3	12
CN(CC(=O)Nc1ccc(N2CCOCC2)cc1)C(=O)c1ccc(O)c(Cl)c1	1.7	-6	4	-4	-9	8	16	0
COc1ccc(CN2CCN(C(=O)C3CCC(CNS(=O)(=O)c4ccc(C)cc4)CC3)CC2)c(OC)c1OC (centres undefined)	-0.3	-1	6	-3	20	12	15	4
Cc1ccc2occ(C(c3nnnn3C3CCCC3)N3CCN(C(=O)c4ccco4)CC3)c(=O)c2c1 (centres undefined)	-0.9	8	11	-1	4	11	16	13
CC(=O)C1C(c2ccc(F)cc2)c2c(noc2C)CC1(C)O (centres undefined)	0.1	-13	-11	1	-7	-26	-3	-4
COc1cc2c(cc1O)[C@@H]1Cc3cc(OC)c(OC)cc3C(C2)N1C	-0.7	-11	-1	0	1	-5	-5	10
O=C(NCC(=O)N1CCN(S(=O)(=O)c2ccc3c(c2)OCCO3)CC1)c1ccccc1F	1.7	13	5	0	-17	17	-17	17
COc1ccc(OC)c(C2C(C(=O)c3ccco3)=C(O)C(=O)N2CC2CCCO2)c1 (centres undefined)	1.0	-28	-14	0	0	11	16	-9
COc1ccc(CCNC(=O)COC(=O)C2CC2C)cc1 (centres undefined)	3.9	2	-8	-1	-6	23	-19	4
O=S1(=O)CCOC[C@H](CC2CCCCC2)N1Cc1ccccc1Br	0.2	22	14	1	16	7	-14	22
COc1ccccc1N(C)S(=O)(=O)c1ccc(Cl)c(C(=O)NCC2(N(C)C)CCCCC2)c1	0.6	-3	2	-1	-8	-1	30	2
Cc1ccccc1-n1c(C)nnc1SCC(=O)NNC(=O)c1ccccc1	-1.9	9	-5	-2	-6	-13	-30	-6
CC(=O)Nc1ccc(SC[C@H](CC(C)C)N2CCN(CCc3ccccc3)CCC2=O)cc1	0.1	10	10	-4	24	16	17	23
CCN(CC)S(=O)(=O)c1ccc(NC(=O)Cc2cccs2)cc1	1.0	45*	4	2	-18	-8	-13	26
Cc1cc(=O)oc(C)c1C(=O)OCC(=O)c1ccc(Br)cc1	-0.6	11	5	-12	8	-22	18	19
CCC(c1nnnn1C(C)(C)C)N(Cc1cccs1)Cc1cc2cc(C)c(C)cc2n2nnnc12 (centres undefined)	-1.4	22	3	0	-3	16	21	11
CCCN1CCc2c(sc(NC(=O)C3CCN(S(=O)(=O)c4cccs4)CC3)c2C(N)=O)C1	0.4	-1	4	1	-2	-6	8	19

Full records from above.
Entry for CCCN1CCc2c(sc(NC(=O)C3CCN(S(=O)(=O)c4cccs4)CC3)c2C(N)=O)C1 = UPR CHOP act = 0.4; tim10-1 inh = -1; TIM10 inh = 4; UPR XBP1 act = 1; Jurkat NFkB inh = -2; 697 NFkB inh = -6; Mdm2 MdmX PPI = 8; tim23-1 inh = 19
Entry for COc1ccc(OC)c(C2C(C(=O)c3ccco3)=C(O)C(=O)N2CC2CCCO2)c1 (centres undefined) = UPR CHOP act = 1.0; tim10-1 inh = -28; TIM10 inh = -14; UPR XBP1 act = 0; Jurkat NFkB inh = 0; 697 NFkB inh = 11; Mdm2 MdmX PPI = 16; tim23-1 inh = -9

The list continues.
SMILES	UPR CHOP act	tim10-1 inh	TIM10 inh	UPR XBP1 act	Jurkat NFkB inh	697 NFkB inh	Mdm2 MdmX PPI	tim23-1 inh
O=C(Nc1cccc2ccccc12)c1cnsn1	0.0	2	-4	3	-13	-15	-1	17
Cn1c(=O)n(CC(=O)O)c(=O)c2c1nc1n2CCCN1CCc1ccccc1	-2.5	0	0	-7	-8	13	-3	-3
COc1ccccc1N1CCN(S(=O)(=O)CCNC(=O)C2CCCCC2)CC1	-0.9	10	1	-2	-8	-18	-19	9
CCOC(=O)C1CCCN(c2c(C(=O)c3ccccc3)cnc3ccccc23)C1 (centres undefined)	-1.0	37	29	-2	-5	-3	16	21
Cc1cc(NC(=O)c2ccc(N3C(=O)C4C5C=CC(C5)C4C3=O)cc2)no1 (centres undefined)	-1.1	3	-10	0	-6	-10	13	11
Cc1noc(C)c1CSc1nnc2ccccn12	-1.6	15	4	-4	-6	20	1	24
CC(NC(=O)COC(=O)c1ccco1)c1ccccc1 (centres undefined)	1.0	3	12	-1	-3	17	-2	11
Cn1c(=O)c2c(nc(Oc3cccc(Br)c3)n2C)n(C)c1=O	2.4	-4	-21	-2	-17	-47	-11	10
COc1ccc(CONS(=O)(=O)c2ccc(NC(C)=O)cc2)cc1Cl	-1.4	22	13	-3	10	-5	-19	28
Cc1ccccc1CCNC(=O)Cn1nc(C)c2c(C)n(-c3ccccc3)nc2c1=O	0.5	-4	-5	-4	5	-6	-11	-4

Among those listed so far, 12 contain an aryl methoxy group.
SMILES	UPR CHOP act	tim10-1 inh	TIM10 inh	UPR XBP1 act	Jurkat NFkB inh	697 NFkB inh	Mdm2 MdmX PPI	tim23-1 inh
COc1ccccc1N1CCN(C2CCCN(C(=O)c3oc(C)cc3C)C2)CC1 (centres undefined)	-1.8	-5	-8	-1	-3	-5	22	-1
COc1ccc(C(=O)NCCSCc2ccco2)cc1OC	-1.2	-14	2	-3	5	5	23	-9
COc1ccccc1CN1C[C@@H]2C[C@@H](c3cccc(C)c3)N3CCC[C@@]23C1=O	0.0	11	-6	0	-4	9	22	28
COc1ccc(OC)c(S(=O)(=O)Nc2c(F)cccc2F)c1	-1.3	12	30	1	16	-2	-8	18
COc1ccnc(CSC(N)=Nc2ccc(F)cc2)c1	0.0	21	-7	1	-5	3	3	12
COc1ccc(CN2CCN(C(=O)C3CCC(CNS(=O)(=O)c4ccc(C)cc4)CC3)CC2)c(OC)c1OC (centres undefined)	-0.3	-1	6	-3	20	12	15	4
COc1cc2c(cc1O)[C@@H]1Cc3cc(OC)c(OC)cc3C(C2)N1C	-0.7	-11	-1	0	1	-5	-5	10
COc1ccc(OC)c(C2C(C(=O)c3ccco3)=C(O)C(=O)N2CC2CCCO2)c1 (centres undefined)	1.0	-28	-14	0	0	11	16	-9
COc1ccc(CCNC(=O)COC(=O)C2CC2C)cc1 (centres undefined)	3.9	2	-8	-1	-6	23	-19	4
COc1ccccc1N(C)S(=O)(=O)c1ccc(Cl)c(C(=O)NCC2(N(C)C)CCCCC2)c1	0.6	-3	2	-1	-8	-1	30	2
COc1ccccc1N1CCN(S(=O)(=O)CCNC(=O)C2CCCCC2)CC1	-0.9	10	1	-2	-8	-18	-19	9
COc1ccc(CONS(=O)(=O)c2ccc(NC(C)=O)cc2)cc1Cl	-1.4	22	13	-3	10	-5	-19	28
